# KOR beta-arrestin-1 = KOR agonists, beta-arrestin recruitment, primary screen, cell-based, luminescence, uHTS (AID 1777); KOR beta-arrestin recruitment, luminescence; higher % means a stronger effect; activation, % at 10 µM; hits with a dose series show EC50 in µM; actives 0.02% (n = 280,000); in the data active = activation above about 50%, passing the limit was not always enough; also: a part of the inactive calls stands beside numbers as strong as those of hits
# GPR35 arrestin U2OS = GPR35 antagonists blocking zaprinast-driven arrestin recruitment, primary screen, imaging, U2OS, beta-arrestin-GFP, zaprinast agonist (AID 2058) | actives 0.052% (n = 290,000) | G-protein coupled receptor 35 (Homo sapiens) | inhibition, % at 10 µM; hits with a dose series show IC50 in µM | U2OS GPR35 beta-arrestin-GFP translocation imaging, zaprinast antagonism; higher % means a stronger effect;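 active = inhibition of at least 50% with at least 30 cells and total cytoplasm GFP at most 10,000,000; inconclusive = under 30 cells or total GFP of 10,000,000 plus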
# Salmonella PhoP GFP = inhibitors of PhoP regulon expression, primary screen, Salmonella Typhimurium, GFP reporter (AID 1863); S. Typhimurium PhoP-regulated promoter GFP reporter, 4 h; higher % means a stronger effect; inhibition, % at 50 µM, or IC50 in µM where a hit was titrated; actives 0.16% (n = 300,000);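 active = inhibition over 29.93%, a cutoff 3 SD above the screen mean, later confirmed by dose response; inconclusive = inhibition over 29.93% but no dose response follow-up; inactive = inhibition at most 29.93% or unconfirmed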;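 also: 0% = low Mg2+ inducing control and 100% = high Mg2+ repressing control; strong numbers were not always called active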
# KOR beta-arrestin-2 = KOR antagonists, beta-arrestin recruitment, cell-based, luminescence, uHTS (AID 1778); Kappa-type opioid receptor (Homo sapiens); KOR beta-arrestin recruitment, luminescence, antagonist mode; higher % means a stronger effect; one-dose inhibition, % at 10 µM; IC50 in µM for titrated hits; actives 0.091% (n = 290,000); in the data active = inhibition above about 50%; also: strong numbers were not always called active
# GPR55 LPI antagonism = GPR55 antagonists blocking LPI-driven arrestin recruitment, primary screen, imaging, U2OS, beta-arrestin-GFP, LPI agonist (AID 2013) | G-protein coupled receptor 55 (Homo sapiens) | U2OS GPR55 beta-arrestin-GFP translocation imaging, LPI antagonism; higher % means a stronger effect | inhibition, % at 10 µM; hits with a dose series show IC50 in µM | actives 0.13% (n = 290,000);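 active = spots per cell inhibited over 60%, with over 100 cells counted and total cytoplasm intensity under 500,000; inconclusive = wells with under 100 cells, flagged as likely toxic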;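 also: U2OS cells stably carrying GPR55 and arrestin-GFP stimulated by 5 µM LPI near EC80; imaged beta-arrestin-GFP aggregate spots per cell after agonist stimulation; plate controls were LPI-stimulated DMSO wells for no effect and DMSO wells without LPI for full effect; some results filed as inactive read as strong as hits; confirmed hits need IC50 under 10 µM and bright autofluorescent wells are also inconclusive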
# GPR55 activation = GPR55 agonists via beta-arrestin recruitment, primary screen, imaging, U2OS cells, beta-arrestin-GFP redistribution (AID 1961) | activation, % at 10 µM; hits with a dose series show EC50 in µM | actives 0.048% (n = 290,000) | U2OS GPR55 beta-arrestin-GFP redistribution imaging; higher % means a stronger effect | G-protein coupled receptor 55 (Homo sapiens);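 active = activation above 40% with more than 50 cells counted in the well; inconclusive = wells holding fewer than 50 cells, flagged as toxic or sparse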;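 also: U2OS osteosarcoma cells stably expressing GPR55 and beta-arrestin-GFP; plate controls were DMSO negative control for no effect and LPI positive control for full effect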
# West Nile virus CPE = West Nile virus antiviral activity, cell-based, CPE readout (AID 1621). West Nile virus-infected cells, CPE inhibition; higher % means a stronger effect. one-dose CPE inhibition, % at 10 µM; IC50 in µM for titrated hits. actives 0.02% (n = 290,000); in the data active = a potency from the dose series; inconclusive = CPE inhibition mostly from about 3.7% at the one dose, without a potency; inactive = the rest, 99 in 100 with CPE inhibition below about 2.2%; also: strong numbers were not always called active
# T cell modulator = modulators of CD8 T cell-vesicle binding, primary screen, mouse 2C CD8+ T cells, flow cytometry. AID 2052, 2009. 2C CD8+ T cell-vesicle binding; active compounds read low. calls only at 7 µM. actives 0.068% (n = 330,000);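 active = response, share of CD8 T cells binding vesicles, and their 90th percentile fluorescence all below set limits, cut at about 80% in these data, passing the limit was not always enough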
#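 Incubation: binding step 1.5 h, 37 °C, antibody labelling 20 min, ice; system: murine 2C transgenic CD8+ T lymphocytes; technique: cytometric PE anti-B7-1 and Alexa647 anti-CD8 signals after 1% paraformaldehyde fixation; also added: QL9-charged Drosophila Ld/ICAM-1/B7-1 vesicles; control set: naked versus QL9-loaded vesicles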
# NTR1 ag = agonists of NTR1, primary screen, imaging, U2OS cells, beta-arrestin-GFP, high content (AID 493036); Neurotensin receptor type 1 (Homo sapiens), P30989; NTR1-U2OS beta-arrestin-GFP spot imaging, agonist mode; activation, % at 20 µM; actives 0.17% (n = 330,000);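 active = activation at or above 40% of the spot to cytoplasm intensity ratio, with at least 20 cells analyzed; inconclusive = wells under 20 cells, flagged as cytotoxic or low count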;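 also: 0% = DMSO without peptide and 100% = 100 nM NTR1 peptide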
# Target sequence (P30989 whole entry, looked up): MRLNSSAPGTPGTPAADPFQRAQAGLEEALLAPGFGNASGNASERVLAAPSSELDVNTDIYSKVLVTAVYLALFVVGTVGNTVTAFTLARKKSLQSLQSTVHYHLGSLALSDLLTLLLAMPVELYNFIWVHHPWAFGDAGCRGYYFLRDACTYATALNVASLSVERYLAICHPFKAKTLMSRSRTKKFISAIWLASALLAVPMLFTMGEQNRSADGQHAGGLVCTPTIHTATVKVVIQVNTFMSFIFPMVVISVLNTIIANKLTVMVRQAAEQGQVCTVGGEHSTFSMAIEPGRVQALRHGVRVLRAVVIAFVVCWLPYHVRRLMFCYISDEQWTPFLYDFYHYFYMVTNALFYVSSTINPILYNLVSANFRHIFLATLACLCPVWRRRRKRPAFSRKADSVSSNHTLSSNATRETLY
# T cell modulator vesicle-bound % = further read-out of T cell modulator, marked with its call; double positive events, %; measured here: CD8+ vesicle-bound cell fraction;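 binding gate set so that unloaded-vesicle control wells show 10% double positive cells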
# NTR1 ag cell count 20 µM = further read-out of NTR1 ag, marked with its call; cell count; measured here: cell count, cytotoxicity flag
# * marks the source's active call; other numbers are inactive results; i = inactive; ? = inconclusive; nt = no result given; [ ] = remark or other dose.
SMILES,KOR beta-arrestin-1,GPR35 arrestin U2OS,Salmonella PhoP GFP,KOR beta-arrestin-2,GPR55 LPI antagonism,GPR55 activation,West Nile virus CPE,T cell modulator,T cell modulator vesicle-bound %,NTR1 ag,NTR1 ag cell count 20 µM
CC(C)C(NC(=O)c1c(F)cccc1F)C(=O)NC1CC(C)(C)NC(C)(C)C1 (centres undefined),1.8%,-2%,9%,-28%,20%,-0.2%,-0.1%,i,29,0.1,40
COc1ccc(Cn2c(=O)[nH]c3cc(C(=O)NCCCN4CCCCCC4)ccc3c2=O)cc1,0.1%,-4%,-1%,0%,4%,-0.3%,-0.5%,i,56,0.1,67
N=c1n(CCN2CCCCC2)c2ccccc2n1CC(O)COc1ccccc1 (centres undefined),nt,-9%,4%,nt,40%,0.3%,0.1%,i,44,-0.8,60
CCOC(=O)Cc1csc(NC(=O)c2c(-c3ccccc3)noc2C)n1,-2.9%,7%,4%,-10%,10%,-0.1%,-0.2%,i,8,0.4,51
CCO[C@@H]1OC(C(=O)NCc2nc3ccccc3[nH]2)=C[C@H](C(C)(C)C)[C@H]1CCCO,nt,nt,-5%,nt,nt,nt,0.0%,i,36,-1.5,76
O=C(CCC(=O)Nc1ccccc1)NNS(=O)(=O)c1ccc(Cl)cc1,-0.3%,1%,-7%,24%,12%,-0.1%,-0.9%,i,13,0.6,68
COc1cccc(CNC(=O)c2ccc(CS(=O)c3ccccc3)o2)c1 (centres undefined),1.2%,-10%,-6%,-65%,2%,-0.3%,0.1%,i,12,0.7,65
Clc1ccc(-n2cnnn2)cc1,0.5%,11%,9%,-8%,15%,-0.3%,-0.2%,i,46,-0.4,102
CN(C)C(=O)c1ccc(N/C=C(\C=O)c2nc3ccccc3o2)cc1,nt,-1%,0%,-1%[20 µM],5%,-0.1%,-0.9%,i,32,2.6,33
CCOC(=O)N1CCC(NC(=O)C2=CCN(S(=O)(=O)c3ccccc3)CC2)CC1,-0.5%,1%,2%,1%,1%,0.2%,-0.3%,i,22,2.0,52
O=C(c1cc2nc(-c3ccco3)cc(C(F)(F)F)n2n1)N1CCN(c2ccccn2)CC1,1.1%,2%,-6%,-6%,-1%,-0.2%,1.1%,i,31,-0.7,33
CCCn1c(C)nc2c(c1=O)c1nc3ccccc3nc1n2CCC1=CCCCC1,-1.8%,0%,-4%,-2%,22%,-0.1%,-0.2%,i,26,17,74
COC(=O)c1ccccc1NC(=O)Oc1ccc(C(C)C)cc1,0.4%,9%,3%,-5%,12%,-0.2%,0.5%,i,23,-0.8,51
Fc1ccccc1-c1nc(-c2ccncc2)no1,-4.0%,10%,10%,-54%[20 µM],-13%,-0.1%,-0.7%,i,38,-0.4,46
O=C(Oc1cccc(C(=S)N2CCCCC2)c1)c1ccccc1,-1.4%,9%,1%,0%,-2%,-0.5%,-0.5%,i,19,1.5,43
Cc1ccc(S(=O)(=O)c2cn(C)c3cc(N4CCN(C)CC4)c(F)cc3c2=O)cc1,0.9%,3%,4%,-12%,-2%,0.3%,-0.5%,i,66,1.2,56
Brc1ccc(/C=N/c2nc3ccccc3n2CCN2CCOCC2)cc1,nt,-6%,-4%,nt,9%,0.0%,0.0%,i,28,3.7,48
C=C(C)COc1ccc(-c2ncnc(C(F)(F)F)c2-c2ccccc2)c(O)c1,-2.4%,6%,-11%,-27%,1%,-0.1%,-1.0%,i,36,7.8,93
c1ccc(CN(Cc2ccco2)C(c2ccncc2)c2nnnn2C2CCCC2)cc1 (centres undefined),-1.9%,-1%,-5%,37%,31%,-0.1%,-0.3%,i,13,0.0,35
CC(C)CC(NC(=O)CCl)c1ccccc1 (centres undefined),0.0%,2%,-6%,nt,11%,-0.4%,-0.8%,i,51,-1.2,56
CC(C)NC(=O)C1CCN(c2ccc(S(=O)(=O)N3CCOCC3)cc2Cl)CC1,0.5%,8%,4%,10%,-6%,0.7%,0.0%,i,12,-0.3,58
COc1ccccc1C(=O)Nc1ccnn1C1CCN(Cc2ccc3nonc3c2)CC1,-1.9%,4%,3%,-34%,2%,-0.2%,-0.3%,i,28,0.2,79
CCN(C(=O)CSc1nnnn1-c1ccccc1)C1CCS(=O)(=O)C1 (centres undefined),5.6%,17%,0%,-45%,10%,-0.1%,0.1%,i,23,0.0,65
Cc1ccc(C(c2nnnn2Cc2ccccc2)N2CCN(Cc3ccccc3)CC2)cc1 (centres undefined),-1.3%,-9%,1%,-16%,7%,-0.1%,-0.3%,i,31,-1.9,73
CC(=O)N/N=C/C1=CCC2CC1C2(C)C (centres undefined),-1.4%,5%,2%,1%,4%,0.1%,0.3%,i,55,3.9,36
SMILES,KOR beta-arrestin-1,GPR35 arrestin U2OS,Salmonella PhoP GFP,KOR beta-arrestin-2,GPR55 LPI antagonism,GPR55 activation,West Nile virus CPE,T cell modulator,T cell modulator vesicle-bound %,NTR1 ag,NTR1 ag cell count 20 µM
COc1ccccc1OCC(=O)Nc1ccc(C(N)=O)cc1,0.8%,-9%,-2%,-16%,-2%,0.2%,0.3%,i,40,5.7,98
O=S1(=O)C=C(SCc2ccc(F)cc2)Nc2ccccc21,3.8%,-5%,-5%,-8%,6%,0.0%,-1.6%,i,24,0.0,37
CC(C)NC(=O)C1CCCN(S(=O)(=O)c2cccs2)C1 (centres undefined),7.6%,10%,2%,-23%,-20%,0.3%,0.1%,i,57,-1.1,58
Cc1cccc(/C=C/c2nc3ccccc3c(=O)n2Cc2ccccc2)c1,-3.6%,-9%,12%,-213%,0%,0.0%,-0.8%,i,31,3.1,82
O=C(NCc1ccc(F)cc1)C1CC(=O)N(C2CCCCCCC2)C1 (centres undefined),-1.6%,1%,3%,-5%,11%,-0.1%,0.0%,i,14,-1.3,65
CCN1CCN(CC(=O)c2c(C)n(C)c3ccc(OC)cc23)CC1,-2.5%,14%,5%,19%,32%,0.0%,0.4%,i,58,0.6,58
Cc1cccc(/C=N/NC(=O)c2ccc(NC(=O)c3cccc(Cl)c3)cc2)n1,4.0%,13%,-7%,0%,-7%,-0.2%,-0.4%,i,22,14,38
CC(C)OC(=O)CC(=O)CSc1nc2c(cc1C#N)CCCCCC2,-2.8%,-2%,26%,-6%,16%,-0.1%,0.3%,i,38,1.2,85
O=C(OCCN1CCOCC1)c1ccc(Cl)cc1Cl,2.6%,7%,11%,-27%[20 µM],4%,-0.3%,0.4%,i,31,0.4,60
Cc1ccc(NC(=S)N2CCC(NC(=O)c3cccc(F)c3)CC2)cc1,3.7%,4%,-6%,-42%,5%,0.3%,-0.4%,i,40,-2.1,37
O=C(CCN1CCN(c2ccc(F)cc2)CC1)Nc1ccc(F)cc1,-1.5%,21%,4%,-10%,2%,-0.3%,0.3%,i,34,-1.5,60
Cc1ccc(CN2CCC(C(=O)Nc3ccc(Oc4cccnc4)cc3)CC2)cc1,1.1%,-9%,nt,-2%,11%,0.3%,-1.0%,nt,nt,0.1,63
COc1ccc(NC(=O)COn2nnc3ccc(Cl)cc32)cc1OC,3.9%,-6%,0%,18%,2%,-0.1%,-0.3%,i,30,-0.4,59
CCCNC(=O)c1onc(CSc2cccc(OC)c2)c1C(=O)NCCC,-2.5%,3%,-5%,15%,-11%,1.1%,-1.0%,i,7,1.4,90
COCCNC(=O)[C@@]1(Cc2ccccc2)C=C[C@@H](C)N1C(C)=O,-0.8%,-10%,3%,0%,-2%,0.2%,0.5%,i,26,-1.9,89
O=C(NCCOc1ccccc1Cl)C(=O)Nc1ccccc1,1.8%,-10%,-3%,-15%,9%,0.6%,0.0%,i,47,-0.6,51
O=C(COc1ccccc1)N(Cc1cc2ccccc2[nH]c1=O)CC1CCCO1 (centres undefined),1.5%,-10%,1%,22%,12%,-0.1%,-0.2%,i,36,-0.4,86
Cc1nc2ccc(NC(=O)N3CCOCC3)cc2nc1C,-7.0%,14%,8%,-2%[20 µM],15%,0.0%,0.1%,i,23,0.1,43
O=C(CSc1ccc(-c2ccncc2)nn1)c1ccc(Cl)cc1,-1.3%,4%,-13%,-34%,-1%,-0.3%,-0.8%,i,12,1.6,72
CC1CC(=O)c2cnc(N)nc2C1 (centres undefined),2.0%,-3%,-9%,5%,7%,-0.1%,1.8%,i,21,0.8,67
Cn1ccnc1SCc1cn2cc(Br)ccc2n1,2.7%,-3%,4%,7%,7%,0.3%,0.2%,i,25,1.3,31
C=C(C)COc1ccc(-c2n[nH]c(C)c2-c2ccc(OC)cc2)c(O)c1,4.8%,2%,1%,-11%,5%,0.2%,2.8%,i,37,23,29
O=C(Nc1nccs1)c1ncc(Cl)c(Cl)c1Cl,3.0%,-5%,-3%,22%,3%,-0.1%,?,i,13,1.0,47
COc1ccc(S(=O)(=O)N2CCCC(C(=O)NCc3ccco3)C2)cc1Cl (centres undefined),-0.4%,-6%,-9%,-18%,-2%,0.2%,-0.9%,i,22,2.2,45
CCOC(=O)C1=NN(c2cccc(C)c2)C2(S1)SC(C(C)=O)=C(C)N2c1ccccc1 (centres undefined),-1.2%,5%,-1%,-52%,8%,-0.1%,0.1%,i,33,-3.1,90
CC(C)C[C@H](NC(=O)c1nc[nH]c1C(=O)NCc1ccc(CNC(=O)OC(C)(C)C)cc1)C(=O)OCc1ccccc1,-2.9%,7%,0%,-40%[20 µM],2.3µM*,0.0%,-1.2%,i,23,28,50
Cc1cccc2nc(CSc3nnc(N)s3)cn12,12%,-7%,4%,-8%,9%,0.1%,-0.4%,i,46,0.0,59
CCN1C(=O)[C@@H]2[C@H](C1=O)[C@@H]1CC(C(=O)OC)=C[C@@H](C(=O)OC)C3C1=C(C(=O)C3(CC)CC)[C@@H]2C (some centres undefined),nt,nt,-6%,nt,nt,nt,0.3%,i,21,5.2,46

# Assay outcomes: PubChem, several laboratories
